# Bioassay records deposited in PubChem by several laboratories.
# GC-B act: human GC-B receptor activators, primary screen, HEK293 GC-B cells, cGMP TR-FRET, EC30 CNP | Atrial natriuretic peptide receptor 2 (Homo sapiens), P20594 | 0% at EC30 CNP, 100% saturating CNP | 0.11% of 370,000 active | activation, % at 10 µM | AID 1920062, 2024;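 active = activation at 10 µM reaching about 35% in either raw or pattern-adjusted values, limit read from the data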
# sPLA2-III inh: human group III sPLA2 inhibitors, primary screen, biochemical, QFRET, BODIPY PC-A2 liposome substrate. 0.56% of 370,000 active. Group 3 secretory phospholipase A2 (Homo sapiens), Q9NZ20. inhibition, % at 12.2 µM. QFRET BODIPY PC-A2 liposome hydrolysis, fluorescence;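 active = inhibition above mean plus 3 SD of compounds lying within the high and low control bounds, cut at about 19% in these data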;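 also: 0% = median of test compound wells and 100% = no enzyme DMSO wells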
# Target sequence (Q9NZ20 whole entry, looked up): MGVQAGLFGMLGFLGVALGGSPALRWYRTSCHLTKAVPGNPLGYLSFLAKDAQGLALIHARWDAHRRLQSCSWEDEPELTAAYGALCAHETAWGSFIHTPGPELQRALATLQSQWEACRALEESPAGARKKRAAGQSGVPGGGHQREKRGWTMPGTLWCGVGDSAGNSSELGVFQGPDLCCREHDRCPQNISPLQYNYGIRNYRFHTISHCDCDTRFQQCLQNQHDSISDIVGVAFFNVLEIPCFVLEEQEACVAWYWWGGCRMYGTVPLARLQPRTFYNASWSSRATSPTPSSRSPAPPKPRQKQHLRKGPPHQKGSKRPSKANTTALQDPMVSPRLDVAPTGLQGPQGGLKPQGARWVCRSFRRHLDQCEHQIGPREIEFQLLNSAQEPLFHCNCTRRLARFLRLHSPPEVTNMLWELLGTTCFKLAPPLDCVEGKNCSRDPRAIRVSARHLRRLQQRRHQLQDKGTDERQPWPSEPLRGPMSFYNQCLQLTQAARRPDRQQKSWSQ
# DDE Tn6 FP inh: inhibitors of Tn6 peptide binding to fibrin DD(E), primary screen, biochemical, fluorescence polarization, human fibrin, Tn6 probe | 0.21% of 370,000 active | Fibrin DD(E) TRITC-Tn6 fluorescence polarization displacement | inhibition, % at 8.3 µM;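 active = inhibition above a per-campaign cutoff: mean of compounds within control limits plus 3 SD, cut at about 15% in these data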;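 also: 0% = median of all compound wells on the plate and 100% = blocking peptide control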
# rCAG binder: binders of r(CAG) RNA repeats, primary screen, biochemical, fluorescence; r(CAG) RNA repeat, TO-PRO-1 dye displacement fluorescence; inhibition, % at 3 µM; 1.3% of 370,000 active; AID 651821, 2012;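 active = inhibition above the plate cutoff, the mean of all test compounds on that plate plus 3 SD, cut at about 35% in these data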;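 also: 0% = DMSO alone and 100% = 100 µM mitoxantrone as full dye displacement; higher means more dye released from RNA so lower well fluorescence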
# FXN GAA850 act: FXN promoter activators, primary screen, cell-based, luciferase luminescence, HEK293 lucGAA850 | HEK293 lucGAA850 FXN promoter luciferase reporter, 24 h; percent of 10 µM SAHA response | activation, % at 6 µM | 0.56% of 360,000 active | AID 540364, 2011;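 active = activation above the average of all compounds screened plus 3 SD, cutoff fixed separately per campaign, cut at about 7.5% in these data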;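 also: 0% = DMSO wells and 100% = 10 µM SAHA wells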
# proKLK7 act: proKLK7 zymogen activators, primary screen, biochemical, fluorescence intensity; Kallikrein-7 (Homo sapiens), P49862; purified proKLK7, EDANS-DABCYL substrate fluorescence; 100% is mature enzyme control, 0% vehicle; activation, % at 7 µM; 0.9% of 370,000 active;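 active = activation above the mean of all tested compounds plus 3 SD, computed per campaign excluding outliers beyond control limits, cut at about 13% in these data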
# ASAP1 inh: inhibitors of human ASAP1 ArfGAP activity, primary screen, biochemical, fluorescence polarization; ASAP1-stimulated ARF1 GTP hydrolysis, GDP FP detection; Arf-GAP with SH3 domain, ANK repeat and PH domain-containing protein 1 (Homo sapiens), …; AID 624377, 2012; inhibition, % at 16.5 µM; 0.19% of 360,000 active; in the data active = inhibition above about 25%;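 also: 0% = vehicle with enzyme and substrate and 100% = no enzyme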
# ARFGAP1 inh: inhibitors of rat ARFGAP1 GAP activity, primary screen, biochemical, fluorescence polarization, GDP tracer; ADP-ribosylation factor GTPase-activating protein 1 (Rattus norvegicus), Q62848; Arfgap1-stimulated ARF1 GTP hydrolysis, GDP FP detection; inhibition, % at 16.5 µM; 0.26% of 360,000 active;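 active = inhibition above a per-plate limit, mean inhibition of low control wells plus 3 SD, cut at about 25% in these data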;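 also: 0% = DMSO wells with enzyme and 100% = wells lacking Arfgap1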
#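 System: truncated rat Arfgap1 GAP domain / Medium: HEPES-based buffer, pH 7.5 / Also added: N-terminally truncated human ARF1-GTP substrate / Incubation: enzyme reaction 120 min at 25 °C after 20 min preincubation / Measured by: FP of antibody-bound GDP Alexa 633 tracer, ex 620/em 688 nm / Replicates: singlicate, each compound tested once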
# GC-A act: GC-A stimulated cGMP production enhancers – HEK293 GC-A cells, cGMP TR-FRET, EC30 ANP, primary screen; Atrial natriuretic peptide receptor 1 (Homo sapiens), P16066; AID 1671463, 2021; activation, % at 10 µM; 0.14% of 370,000 active; 0% at EC30 ANP, 100% saturating ANP; in the data active = activation above about 40%
# ADAM10 inh: human ADAM10 inhibitors, primary screen, biochemical, QFRET, HTS; Disintegrin and metalloproteinase domain-containing protein 10 (Homo sapiens), O14672; recombinant ADAM10, EDANS/DABCYL FRET peptide cleavage, 3 h; inhibition, % at 7 µM; AID 720582, 2013; 0.62% of 370,000 active;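 active = inhibition above a per-campaign cutoff equal to the mean of compounds falling between control-based bounds plus 3 SD, cut at about 20% in these data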;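 also: 0% = DMSO wells while the 100% control is not disclosed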
# Target sequence (O14672 214-748 limits assumed): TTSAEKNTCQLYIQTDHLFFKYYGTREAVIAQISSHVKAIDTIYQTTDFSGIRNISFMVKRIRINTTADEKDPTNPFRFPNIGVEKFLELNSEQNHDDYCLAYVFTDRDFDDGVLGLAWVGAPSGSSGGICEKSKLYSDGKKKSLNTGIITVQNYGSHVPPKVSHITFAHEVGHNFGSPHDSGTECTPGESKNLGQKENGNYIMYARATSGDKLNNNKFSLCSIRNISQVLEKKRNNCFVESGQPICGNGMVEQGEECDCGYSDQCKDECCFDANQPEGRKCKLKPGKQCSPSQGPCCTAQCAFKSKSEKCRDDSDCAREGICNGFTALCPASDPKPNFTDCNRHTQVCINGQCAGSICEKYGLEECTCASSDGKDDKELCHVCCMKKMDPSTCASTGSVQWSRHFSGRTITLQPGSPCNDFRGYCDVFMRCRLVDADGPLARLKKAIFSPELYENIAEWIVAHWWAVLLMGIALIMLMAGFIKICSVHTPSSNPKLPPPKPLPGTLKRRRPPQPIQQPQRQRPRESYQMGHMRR
# Starred values were filed as active, the others as inactive; i = inactive; x = not tested or not shown. The order is random; any-hit rate near 4.5%.
SMILES,GC-B act,sPLA2-III inh,DDE Tn6 FP inh,rCAG binder,FXN GAA850 act,proKLK7 act,ASAP1 inh,ARFGAP1 inh,GC-A act,ADAM10 inh
Cc1ccc2c(c1)N(CCCC(=O)NCc1cccnc1)C(=O)CO2,3,0,8,1,0.8,0.0,-5,-12,0,2
O=C(C1CCCN(Cc2ccccc2F)C1)N1CCCC1 (stereo not given),-2,2,2,0,-1.0,0.1,-2,-9,-1,1
CNC(=S)NNC(=O)c1sccc1OCc1ccc(Cl)cc1Cl,4,6,-1,-1,0.4,-0.4,13,-5,1,0
CCSc1nnc(NC(=O)c2cc(-c3ccc(C)c(C)c3O)n[nH]2)s1,6,-1,6,-1,2.4,0.2,-2,17,-1,1
COc1ccc(CCNC(=O)[C@H](C)N2C(=O)N3CCc4c([nH]c5ccccc45)[C@@]3(C)C2=O)cc1OC,-11,-16,4,-2,-3.2,0.2,-2,-5,-5,5
CC(C)CCNC(=O)C(c1ccco1)N(Cc1cccs1)C(=O)Cn1nnc2ccccc21 (stereo not given),-3,-12,2,-1,-3.6,-0.4,4,-3,-4,-4
CCOC(=S)SCC(=O)Nc1nc(-c2ccc(Br)cc2)cs1,-4,3,6,9,6.5,-0.4,2,-2,13,6
CC1=[N+](C)c2ccc3ccccc3c2C1(C)C,2,11,55*,4,2.8,-7.8,26*,31*,-1,-34
CCOc1cc(/C=C2/C(=N)N3C(=NC2=O)SN=C3S(=O)(=O)CC)ccc1OC(=O)c1ccco1,-1,-3,-5,21,-0.5,0.4,-2,-1,-3,-34
Cc1cc(C)c(C#N)c(SCc2cn3c(C)cccc3n2)n1,7,-4,-6,0,4.8,0.4,25*,18,0,0

# Entries of single compounds, quoted from the list. Screens in order: GC-B act, sPLA2-III inh, DDE Tn6 FP inh, rCAG binder, FXN GAA850 act, proKLK7 act, ASAP1 inh, ARFGAP1 inh, GC-A act, ADAM10 inh
# `Cc1ccc2c(c1)N(CCCC(=O)NCc1cccnc1)C(=O)CO2` as listed: 3, 0, 8, 1, 0.8, 0.0, -5, -12, 0, 2
# `O=C(C1CCCN(Cc2ccccc2F)C1)N1CCCC1` (stereo not given) as listed: -2, 2, 2, 0, -1.0, 0.1, -2, -9, -1, 1
# `CC(C)CCNC(=O)C(c1ccco1)N(Cc1cccs1)C(=O)Cn1nnc2ccccc21` (stereo not given) as listed: -3, -12, 2, -1, -3.6, -0.4, 4, -3, -4, -4
# `CCOC(=S)SCC(=O)Nc1nc(-c2ccc(Br)cc2)cs1` as listed: -4, 3, 6, 9, 6.5, -0.4, 2, -2, 13, 6

# The list continues.
SMILES,GC-B act,sPLA2-III inh,DDE Tn6 FP inh,rCAG binder,FXN GAA850 act,proKLK7 act,ASAP1 inh,ARFGAP1 inh,GC-A act,ADAM10 inh
O=C(O)[C@@H]1CCCN(S(=O)(=O)c2cccc3cccnc23)C1,4,4,-5,2,0.6,-0.9,0,-4,0,-3
CCCCn1c(=O)[nH]c(=O)c2c1nc(-c1ccc(C#N)cc1)n2C1CCCC1,-7,-1,3,5,0.0,-14,8,-8,-6,i
O=C(CSc1ccc(Cl)cc1)NC(=O)c1ccccc1,1,-5,-5,6,1.4,0.5,11,0,2,-1
CCOc1ccc(CN(C(=O)c2cc3ccccc3oc2=O)C2CCS(=O)(=O)C2)cc1 (stereo not given),-5,-7,2,-5,4.9,-0.6,-16,-5,-3,-2
CCN(CC)CCNC(=O)c1ccc(CS(=O)(=O)c2ccc(Br)cc2)o1,2,-4,-9,1,-1.1,0.5,-12,9,-2,-10
CCCCn1c(=O)c2c(nc3n2CCCN3Cc2ccccc2)n(C)c1=O,-2,8,4,-6,0.7,-0.4,-7,-10,0,-6
O=C(Cn1c(=O)c2c3c(sc2n(Cc2ccccc2)c1=O)CCCC3)NCCO,4,-2,2,-4,1.2,0.1,5,-1,-8,-5
CCOC(=O)/C(C#N)=C/c1cn(CCOc2ccc(OC)cc2)c2ccccc12,-1,10,-4,16,1.9,-1.4,-16,-3,-5,0
CCOc1cccc2sc(Nc3nc4ccc(NC(C)=O)cc4s3)nc12,-9,4,2,16,4.8,-45,-7,14,-7,-332
N=C1/C(=C\c2coc3ccccc3c2=O)C(=O)N=C2SC=CN12,10,-22,-15,-126,0.6,23*,8,-2,21,-33
O=C1CCCc2c1nc(-c1ccc([N+](=O)[O-])cc1)n2O,9,7,3,3,2.0,-0.3,-2,-4,0,7
CN1CCN(NC(=O)NC2CCCCC2)CC1,9,11,3,2,0.1,-0.1,-3,-6,-1,3
Cc1ccc(OCCC(=O)OC(C)C(=O)NC2CC2)cc1 (stereo not given),1,12,-2,-2,0.2,-0.3,3,-3,3,-13
Cc1cc(C)cc(NC(=O)N2CCCC2C(=O)NCc2ccco2)c1 (stereo not given),0,-4,-3,-3,-0.2,0.4,-4,1,-1,-3
COc1ccc(/C=N\n2nnc3ccccc32)cc1,-6,-5,-2,2,-4.2,0.4,14,-12,2,-11
CC(NC(=O)CSc1ncccc1C(=O)O)C1CC2CCC1C2 (stereo not given),2,4,4,0,2.1,0.1,-9,3,-2,0
CC(C)CCNC(=O)C1CC(=O)N(C2CCCC2)C1 (stereo not given),-8,2,2,-3,0.7,0.2,-10,1,4,4
COc1ccc(C(C)(O)c2nc(-c3ccoc3)cs2)cc1 (stereo not given),-6,-2,-3,7,1.9,0.4,0,4,1,0
c1ccc(Cn2nnc3c(N4CCOCC4)ncnc32)cc1,-5,3,-1,2,0.0,0.2,-1,-6,5,0
O=C(NCCc1ccc(Cl)cc1)C1CCN(C(=O)c2sccc2-n2cccc2)CC1,-2,-11,1,0,-2.9,0.1,7,-13,0,-9
COc1ccc(-c2nnc3n(CCc4ccccc4)c(=O)c4ccccc4n23)c(OC)c1,3,1,-3,1,3.9,-0.3,3,-2,6,14
CC(=O)c1ccc(N2C(=O)C3C(C2=O)C(C(=O)c2ccc(Cl)cc2)N2CCCC32)cc1 (stereo not given),-2,-13,6,15,x,-0.5,-6,-4,-4,-3
CCC/C=N/NC(=O)c1cc(Br)ccc1O,1,0,-5,8,5.0,1.9,-7,2,2,-57
O=C(Nc1c2c(nn1-c1ccc([N+](=O)[O-])cc1)CS(=O)(=O)C2)C1CC1,-1,6,4,2,3.0,-0.3,7,-2,-2,9
CC1COc2ccccc2N1C(=O)c1ccc(F)cc1 (stereo not given),3,2,5,-2,0.4,-0.1,5,-6,2,-4
COc1ccccc1/C=N/n1cnnc1,-1,0,-5,1,1.0,0.2,9,1,1,3
CCn1c(=O)[nH]c2ccccc2c1=O,1,1,-1,0,-1.3,-0.2,5,5,6,-1
CCc1ccccc1N(CC(=O)NCC1CCCO1)C(=O)CCC(=O)Nc1cc(C)on1 (stereo not given),0,2,-8,1,1.2,0.0,5,-2,1,6
O=C(C1CCN(S(=O)(=O)c2cccs2)CC1)N1CCCC(C(F)(F)F)C1 (stereo not given),-5,-1,1,-6,1.4,-0.2,-8,-18,3,-6
CCOCCn1c(CC)nc2ccccc21,1,3,-5,-4,0.2,0.6,-14,0,-2,-3
COCCCNC(=S)NNC(=S)Nc1ccc(F)cc1F,3,-1,-1,3,1.3,0.7,8,2,-3,5
Cc1c(O)ccc2c3c(c(=O)oc12)CCC(C)C3 (stereo not given),-2,-31,-11,7,0.4,39*,0,8,-5,i
CC1CCC(C(C)C)C(OC(=O)CSc2nnc(N)s2)C1 (stereo not given),1,-8,5,-4,0.5,-0.3,0,-3,-3,11
Cc1ccccc1CNCc1cccnc1,-7,2,-3,2,2.3,0.2,0,3,3,2
CC(C)CNC(=O)/C=C/C(=O)O,4,-4,9,-2,0.1,-0.5,3,-3,4,-2
COC(=O)N/N=C/c1ccc(-c2cc(Cl)ccc2Cl)o1,-6,0,5,2,1.6,-0.4,4,8,-10,-2
CN(c1ccc(C(=O)Nc2nccs2)cc1)S(=O)(=O)c1ccccc1,0,-3,-3,9,3.3,0.2,0,-19,2,5
CCCCc1c(O)nc(SCC(=O)N2CCOCC2)n(-c2ccc(C)cc2)c1=O,-2,10,10,1,0.7,0.4,2,3,3,-13
Cc1c(NC(=O)c2ccc(S(=O)(=O)N3CC(C)OC(C)C3)cc2)c(=O)n(-c2ccccc2)n1C (stereo not given),-1,-1,14,-4,-0.3,0.8,-5,-9,2,-3
CCC(=O)Nc1ccc2c(c1)OCCO2,2,-2,-4,-2,-3.5,0.0,2,-4,2,-10
Cc1ccc(C(=O)N/C(=C\c2ccc(-c3ccccc3[N+](=O)[O-])o2)C(=O)NCCCN(C)C)cc1,-10,-8,-7,-4,-0.3,-0.2,-10,-7,-6,-17
N#C/C(=C\c1ccccc1)C(=O)N(c1ccccn1)C1CCCCC1,-8,-11,0,-4,-0.2,0.0,12,-4,-19,-7
CC(C)c1nnc(NC(=O)CCC(=O)NCCc2ccccc2)s1,-7,2,0,-4,-1.3,0.2,-5,10,-2,-1
Cc1ccc(S(=O)(=O)N(CC(=O)NCc2cccnc2)c2ccc(F)cc2)cc1,-2,5,-1,-1,1.5,0.7,-11,-2,-2,5
Fc1cccc(F)c1C(Nc1nncs1)Nc1nncs1,8,8,1,3,x,0.4,-1,-4,0,-3
CCC(CO)Oc1cc(NC(=O)c2ccccc2[N+](=O)[O-])c2ncn(C(C)C)c2c1 (stereo not given),3,1,7,-1,0.0,0.6,-5,1,2,3
O=c1c2c(C(F)(F)F)cc(C(F)(F)F)nc2[nH]n1-c1ccccc1,0,5,-1,6,-0.2,0.1,15,3,1,4
Cc1ccc(C)c(NC(=O)c2cc([N+](=O)[O-])cc([N+](=O)[O-])c2)c1,-3,12,-3,-2,-0.9,-0.4,-6,-2,-1,0
O=C(Cc1ccccc1)NCC(=O)N1CCN(c2ccccc2)CC1,3,0,-6,-3,1.7,0.1,16,5,2,-10
CCCCC(=O)Nc1ccc(C(=O)NNC(=S)NC(=O)c2ccccc2[N+](=O)[O-])cc1,2,23*,-1,22,-2.2,-0.6,0,7,1,13
CN(C)c1ccc(-c2nn3c(-c4ccc(Cl)cc4)nnc3s2)cc1,4,1,8,6,2.6,-1.4,-6,4,-3,-32
CCCN1CCC(NC(=O)Nc2cc(Cl)ccc2OC)CC1,-2,-6,-3,-4,-0.4,0.1,-11,0,5,-2
Cc1ccc(/C=N/n2c(C3CCCCC3)n[nH]c2=S)s1,-4,22*,-1,4,3.0,-0.5,12,-6,2,1
